# Screening results deposited in PubChem by National Center for Advancing Translational Sciences (NCATS).
# RORgamma inh – ROR gamma (mouse) transcription inhibition. Drosophila S2 Gal4-RORgamma UAS-luciferase reporter, 20 h. P51450. Potency, µM (series often up to 53.6 µM), inactives show at the top dose activity change, negative = inhibition, usual class: inhibitors. 5.4% of 310,000 active. AID 2551; also: nearly all actives have a fitted effect of over 60% in size
# Target sequence (P51450 whole entry, looked up, the tested form may be a part): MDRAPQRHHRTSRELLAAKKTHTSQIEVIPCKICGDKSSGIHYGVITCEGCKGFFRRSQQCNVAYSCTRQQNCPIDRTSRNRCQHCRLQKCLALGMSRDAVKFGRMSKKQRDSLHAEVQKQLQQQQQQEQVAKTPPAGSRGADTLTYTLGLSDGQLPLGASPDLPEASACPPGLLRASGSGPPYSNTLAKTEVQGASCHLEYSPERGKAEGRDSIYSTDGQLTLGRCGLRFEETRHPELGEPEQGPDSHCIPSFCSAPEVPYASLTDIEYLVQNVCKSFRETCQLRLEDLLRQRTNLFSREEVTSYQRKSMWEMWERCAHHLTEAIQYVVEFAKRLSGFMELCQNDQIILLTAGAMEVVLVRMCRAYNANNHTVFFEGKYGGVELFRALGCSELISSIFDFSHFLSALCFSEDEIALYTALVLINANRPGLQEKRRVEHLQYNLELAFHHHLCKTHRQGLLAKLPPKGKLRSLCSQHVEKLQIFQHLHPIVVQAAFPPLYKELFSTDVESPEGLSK
#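 A Gal4/UAS one-hybrid system in insect cells: metallothionein-promoter Gal4–ROR gamma fusion plus Photinus luciferase reporter. Copper sulfate 700 uM final, 20 hr ambient incubation, luminescent detection after 10 min with reagent.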
# VP16 counter – inhibits Gal4-VP16 luciferase reporter, ROR gamma counter-screen; Drosophila S2 Gal4-VP16 UAS-luciferase, luminescence, 20 h; Potency, µM (titrated, usually from 53.6 µM), without a hit: at the highest dose activity, negative = inhibition, most hits filed as inhibitors; 3.5% of 310,000 active; AID 2546;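 also: Gal4-VP16 expression switched on by copper sulfate through the metallothionein promoter; nearly all actives have a fitted effect of over 50% in size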
# * hit, by the source's call; ? = inconclusive; & = joins results of further samples; [ ] = remark or other dose. Calls follow the shape of the dose curve; as a rule, active = well fitted curve in the direction sought with a large enough effect; inconclusive = small, poorly fitted or top-dose-only effect, or another doubt; inactive = no such curve, though single readings can be large; an effect the other way counts as inactive or inconclusive. % is scaled to controls: 0 for no effect and ±100 for the full control effect; potency is read from the fitted curve at half-maximal effect. This is a subset. The share of hits here may be higher or lower than overall.
# The line under a structure holds: VP16 counter, RORgamma inh
> N#Cc1ccc(CN2CC[C@@]3(CCCN(S(=O)(=O)c4ccccc4)C3)C2)cc1
 : -15%, 21%
> C/C(CCN1CCCCc2nc(C)c(C)cc21)=N\OC[C@@H](O)COCc1ccco1
 : -12%[10 µM], 11%[10 µM]
> CO/N=C1/c2cc(OC)ccc2O[C@@H](c2cccc(OC)c2)[C@H]1O
 : -24%[10 µM], ?
> CC(C)(C)N1C(=O)[C@H]2[C@H]3[C@H](O)[C@H](O)C/C(=N/OC[C@@H](O)COCc4ccco4)[C@@H]3CC[C@@H]2C1=O
 : 5%[10 µM], 9%[10 µM]
> CC12C=C(/C=C/c3ccc(C(F)(F)F)cc3)C(C)(C1)C(c1ccc(C(F)(F)F)cc1)CC2=O (configuration not stated)
 : -7%[10 µM], 16%[10 µM]
> COc1cccc(Cn2c(=O)c(C)nc3cnc(N4CCOCC4)nc32)c1
 : -8%, -16%
> S=C([S-])NCCNC(=S)[S-].[Zn+2]
 : 7%, -15%
> COc1cc(OC)cc(-c2nnc3n2N=C(c2cc(OC)ccc2OC)CS3)c1
 : 3%, 15%
> CC1CCC2C(=O)N3CCCC3C(=O)N2C1c1ccc(Br)cc1 (configuration not stated)
 : 4%&1%[10 µM], -1%&-25%[10 µM]
> Cc1nn(-c2ccccc2)c(NC(=O)NS(=O)(=O)c2ccc(Cl)cc2)c1C#N
 : -7%, 0%

# Brought forward from above: 4 entries, followed by the next part.
# The line under a structure holds: VP16 counter, RORgamma inh
> S=C([S-])NCCNC(=S)[S-].[Zn+2]
 : 7%, -15%
> COc1cc(OC)cc(-c2nnc3n2N=C(c2cc(OC)ccc2OC)CS3)c1
 : 3%, 15%
> CC1CCC2C(=O)N3CCCC3C(=O)N2C1c1ccc(Br)cc1 (configuration not stated)
 : 4%&1%[10 µM], -1%&-25%[10 µM]
> Cc1nn(-c2ccccc2)c(NC(=O)NS(=O)(=O)c2ccc(Cl)cc2)c1C#N
 : -7%, 0%
> C=C1CCN(C(CC(C)C)C(=O)NN2CCOCC2)S(=O)(=O)c2ccccc21 (configuration not stated)
 : 5%, -5%
> COCCn1c(=O)c(-c2cccs2)nc2cncnc21
 : 3%, -19%
> O=C(c1cccc(F)c1)N1CCC2(CC1)CN(c1ccc(-c3ccccc3)cc1)C2
 : 16µM*, 11%
> COCCNc1ncnc2ccc(-c3ccccc3OC)cc12
 : ?, ?
> O=C(c1cccc(F)c1)N1CCC2(CC1)CN(c1cccc(-c3ccccc3)c1)C2
 : ?, 71%
> CC(C)(C)OC(=O)NC(Cc1ccccc1)C(O)c1ccco1 (configuration not stated)
 : -6%, 17%
> c1cncc(CNc2cc(-c3ccc4c(c3)OCO4)ncn2)c1
 : 4%, 0%
> COc1ccc(OC2C=CC(C#Cc3ccccc3)OC2CO)cc1 (configuration not stated)
 : 11%[10 µM], -7%[10 µM]
> COc1ccc(/C=C/C(=O)/C=C/c2ccc(OC)cc2OC)c(OC)c1
 : -16%, -10%
> O=C(c1ccc(Cl)cc1Cl)n1nnc2ccccc21
 : -12%, 36%
> CC1(C)SC2C(NC(=O)C(NC(=O)N3CCNC3=O)c3ccccc3)C(=O)N2C1C(=O)O (configuration not stated)
 : -3%, 1%
> Cc1ccccc1-c1nccc(NCc2cccnc2)n1
 : 12%, 11%
> CCN(CC)CCCCn1c(-c2ccccc2)nc2c(N(CCOC)CCOC)nc(C)nc21
 : 22%, 1%
> CCNc1ncc2nc(-c3cn(C)c4ccccc34)c(=O)n(CCC#N)c2n1
 : -5%, 11%
> COc1ccc2[nH]cc(CCNc3nc(-c4cccc(NS(C)(=O)=O)c4)nc4ccccc34)c2c1
 : -26%, 20%
> COc1ncc2nc(-c3cccs3)c(=O)n(-c3ccccc3)c2n1
 : -3%, 21%
> Brc1ccc(C2=N[C@@H](Cc3ccccc3)CO2)cc1
 : -10%, ?
> COc1ccc2[nH]c(-c3ccccc3)cc(=O)c2c1
 : -26%[96.6 µM], ?
> COc1ccc(C(=C2C(=O)Nc3ccccc32)c2ccc(OC)cc2)cc1
 : 5%, 22%
> O=C(c1ccco1)N1CCC2(CC1)CCN(c1ccccc1)CC2
 : -3%, 24%
> COc1ccc(C(=O)N2CCC[C@@]3(CCN(c4ncccn4)C3)C2)cc1
 : -8%, -4%
> CC(N)=NCCCC[C@H](N)C(=O)O
 : -20%, 6%
> COC(=O)C1(C)C=C(Nc2ccc(OC)cc2)C(=O)N1c1ccc(OC)cc1 (configuration not stated)
 : 3%, -18%
> CCCNC(=O)OC[C@@H]1O[C@H](CCO/N=C\[C@@H](OC)[C@H](C)/C=C\CC(=O)OC)C=C[C@@H]1Oc1ccc(OC)cc1
 : -3%[10 µM], 1%[10 µM]
> COc1cccc(Nc2ncc3nc(-c4ccc(F)cc4)c(=O)n(C[C@H]4CCCO4)c3n2)c1
 : 7%, 6%
> C[C@H]1C(c2cccc(Cl)c2)=NN(c2ccccc2)[C@@H]1CO
 : -16%, 14%
> C=CCCN(C(Cc1ccccc1)C(=O)OC)S(=O)(=O)c1cc(Br)ccc1Br (configuration not stated)
 : -2%, ?
> CC(=O)N1CCC2(CCN(Cc3nccs3)CC2)CC1
 : -5%, 0%
> CCN(CC)CCCC(C)n1c(-c2ccccc2)nc2c(NCc3ccccc3)nc(C)nc21 (configuration not stated)
 : -5%, ?
> COc1ccc(Nc2nccc(NCCO)n2)cc1
 : 0%, -23%

# Record cards (already shown). Order of screens: VP16 counter, RORgamma inh
# COc1cc(OC)cc(-c2nnc3n2N=C(c2cc(OC)ccc2OC)CS3)c1 is listed as 3%, 15%
# C/C(CCN1CCCCc2nc(C)c(C)cc21)=N\OC[C@@H](O)COCc1ccco1 is listed as -12%[10 µM], 11%[10 µM]

# The list continues.
# The line under a structure holds: VP16 counter, RORgamma inh
> COC(=O)C1OC(=O)C2OC23[C@]2(C)C(OC(C)=O)CC4C(C)(C)C(=O)CC[C@]4(C)C2CC[C@@]13C (some centres not stated)
 : -11%, 3%
> CC[C@H](C)[C@H](NC(=O)[C@H](Cc1ccc(O)cc1)NC(=O)[C@H](Cc1cnc[nH]1)NC(=O)[C@H](CCCNC(=N)N)NC(=O)[C@H](CC(C)C)NC(=O)[C@H](C)NC(=O)[C@H](CO)NC(=O)[C@H](Cc1ccc(O)cc1)NC(=O)[C@H](Cc1ccc(O)cc1)NC(=O)[C@H](CCCNC(=N)N)NC(=O)[C@H](C)NC(=O)[C@H](CCSC)NC(=O)[C@H](CC(=O)O)NC(=O)[C@H](CCC(=O)O)NC(=O)[C@H](C)NC(=O)[C@@H]1CCCN1C(=O)[C@H](C)NC(=O)[C@H](CC(=O)O)NC(=O)[C@H](CCC(=O)O)NC(=O)CNC(=O)[C@@H]1CCCN1C(=O)[C@H](CC(N)=O)NC(=O)[C@H](CC(=O)O)NC(=O)[C@@H]1CCCN1C(=O)[C@H](CCCCN)NC(=O)[C@H](CO)NC(=O)[C@@H]1CCCN1C(=O)[C@@H](N)Cc1ccc(O)cc1)C(=O)N[C@@H](CC(N)=O)C(=O)N[C@@H](CC(C)C)C(=O)N[C@H](C(=O)N[C@H](C(=O)N[C@@H](CCCNC(=N)N)C(=O)N[C@@H](CCC(N)=O)C(=O)N[C@@H](CCCNC(=N)N)C(=O)N[C@@H](Cc1ccc(O)cc1)C(N)=O)[C@@H](C)O)[C@@H](C)CC
 : 1%, 18%
> CS(=O)(=O)Nc1cccc(-c2ccc3ncnc(NC4CCNCC4)c3c2)c1
 : -8%, 3%
> COc1ccc(-c2ccc(C3C4C=CCC(C)C4C(=O)N3Cc3ccccc3)c(F)c2)cc1OC (configuration not stated)
 : -3%, 40%
> c1ccc(CNc2ccnc(-c3ccoc3)n2)cc1
 : ?, ?
> Cc1nc2cnc(Oc3ccccc3)nc2n(C)c1=O
 : -5%, 0%
> COCCn1c(=O)cnc2cnc(N(C)C)nc21
 : -2%, 0%
> COc1ccc(-c2nc3cnc(Oc4cccc(Cl)c4)nc3n(C3CC3)c2=O)cc1
 : 0%, -4%
> COC(=O)c1ccc(C(NC(=O)OCc2ccccc2)/C(F)=C/[C@@H](C)C(=O)N[C@@H](CO)Cc2ccccc2)cc1 (some centres not stated)
 : -3%, 9%
> COc1ccc2[nH]cc(CCNc3ncncc3-c3cccc(NS(C)(=O)=O)c3)c2c1
 : -1%, 5%
> CC1CCC2C(=O)OC(CN=[N+]=[N-])CN2C1c1ccc(Br)cc1 (configuration not stated)
 : 6%&-22%&0%&-3%&-5%&-2%[10 µM], -6%&3%&7%&-33%&11%&-2%[10 µM]
> COC(=O)C1=COC(O[C@H]2OC(CO)[C@H](O)C(O)C2O)[C@H]2C1C(=O)C[C@@H]2C (some centres not stated)
 : 2%, 7%
> CC(=O)OCC(NC(=O)C(CCCCNC(=O)OCc1ccccc1)NC(=O)OC(C)(C)C)C1OC(n2cc(C)c(=O)[nH]c2=O)C(OC(C)=O)C1OC(C)=O (configuration not stated)
 : 3%, 12%
> Cc1ccc(SCC(CC(C)C)N2CCN(C)CCC2=O)cc1 (configuration not stated)
 : -16%, -23%
> COC(=O)C(NS(=O)(=O)CCl)C(C)C (configuration not stated)
 : 0%, 4%
> c1nc(N2CCNCC2)c2cc(-c3ccoc3)ccc2n1
 : -12%, 6%
> COC(=O)N1CCC2(CCN(Cc3ccccc3)CC2)CC1
 : 2%, 16%
> COc1ccc2c(c1)C(=O)[C@@H](OC(=O)NS(=O)(=O)c1ccc(C)cc1)[C@H](c1ccc(OC)c(Br)c1)O2
 : 6%, -33%
> CNc1cc(-c2ccccc2C(F)(F)F)ncn1
 : -2%, 7%
> CCCCC/C=C\C/C=C\C/C=C\C/C=C\CCCCCC(=O)NCCc1ccc(O)c(O)c1
 : 1%, -3%
> C[C@@H]1C[C@](C)(C(=O)c2ccco2)C=C1c1ccco1
 : 3%, 4%
> COCCn1c(=O)c(C)nc2cnc(OC)nc21
 : -21%, -20%
> CC1CCC2C(=O)N3C(CCC(C)[C@H]3c3cccc(N4CCCC4=O)c3)C(=O)N2C1c1cccc(N2CCCC2=O)c1 (some centres not stated)
 : -11%[10 µM], 11%[10 µM]
> COc1ccc(C2C=C3CNS(=O)(=O)C3CC2OC(=O)c2ccc(Cl)cc2)cc1 (configuration not stated)
 : ?, 33%
> c1cncc(-c2nc(-n3ccnc3)c3ccccc3n2)c1
 : -1%, -2%
> N#CCCn1c(=O)c(-c2cc(F)cc(F)c2)nc2cnc(OCc3ccccc3)nc21
 : 7%, -2%
> CCCCC[C@H](O)/C=C/C=C/C=C/[C@H](O)C/C=C\CCCC(=O)O
 : 0%, 7%
> N#Cc1ccc(CN2CC3(CCN(C(=O)c4cnccn4)CC3)C2)cc1
 : 1%, 4%
> COC(=O)C/C=C/[C@@H](C)[C@H](O)c1ccccc1Br
 : 3%, -19%
> CC(C)CCNC(=O)C(CC(C)C)NC(=O)C1OC1C(=O)O (configuration not stated)
 : -1%, 3%
> COc1ccc(-c2nc3cnc(Oc4ccccc4)nc3n(Cc3cccs3)c2=O)cc1
 : -7%, 0%
> CCOC(=O)C1C/C(=C\C(C)=O)c2cccc(C(F)(F)F)c2O1 (configuration not stated)
 : -2%, 22%
> Cc1cccc(CNc2ncnc3ccc(-c4ccccc4C#N)cc23)c1
 : -12%, -31%
> NC(N)=NCCC[C@H](N)C(=O)NCC(=O)N[C@@H](CC(=O)O)C(=O)O
 : -5%, -10%
> CCCc1cc(OC)c2c(c1)OCO2
 : 4%, -7%
> CO[C@H]1C=CO[C@]2(C)Oc3c(C)c(O)c4c(O)c(c5c(c4c3C2=O)NC2(CCN(CC(C)C)CC2)N=5)=NC(=O)C(C)=CC=C[C@@H](C)[C@@H](O)[C@@H](C)[C@@H](O)[C@@H](C)[C@@H](OC(C)=O)[C@@H]1C
 : 2%[17 µM], 1%[16.9 µM]
> CCN(CC)CCn1c(-c2ccccc2)nc2c(NC3CCCCC3)nc(C)nc21
 : -12%, -37%
> COc1ccc(-c2coc3cc(O)ccc3c2=O)c(OC)c1O
 : -3%, 0%
> C[C@H](c1ccccc1)N1C(=O)[C@H]2[C@@H]3[C@H](O)[C@H](O)CC(=O)[C@H]3CC[C@H]2C1=O
 : -3%[10 µM], -1%[10 µM]
> COCCn1c(=O)c(-c2ccc(Cl)cc2)nc2cnc(N(C)C)nc21
 : 7%, -2%
> COc1ccccc1CCn1c(=O)c(-c2ccc(Cl)cc2)nc2cncnc21
 : -4%, -24%
> COc1ccc2c(c1)O[C@H](c1ccc3c(c1)OCO3)[C@@H](OC(=O)Nc1ccc(C)c(Br)c1)C2=O
 : -1%, ?
> COc1ccc2[nH]cc(CCNc3ccnc(-c4ccccc4C)n3)c2c1
 : -4%, 26%
> C[C@H](NC(=O)[C@@H](N)Cc1ccc(O)cc1)C(=O)NCC(=O)N[C@H]1CSSC[C@@H](C(=O)O)NC(=O)[C@H](CO)NC(=O)[C@H]([C@@H](C)O)NC(=O)[C@H](Cc2ccccc2)NC(=O)[C@H]([C@@H](C)O)NC(=O)[C@H](CCCCN)NC(=O)[C@@H](Cc2c[nH]c3ccccc23)NC(=O)[C@H](Cc2ccccc2)NC(=O)[C@H](Cc2ccccc2)NC(=O)[C@H](CC(N)=O)NC(=O)[C@H](CCCCN)NC1=O
 : 2%, -2%
> CCc1cc2c(nc1CC)CCN(CC/C(C)=N/OCC[C@@H]1C=C[C@H](OC(C)=O)[C@H](COC(C)=O)O1)C2
 : -6%[10 µM], -3%[10 µM]
